SF-1 act – activators of human SF-1, primary screen, cell-based, CHO-K1, Gal4-SF-1 LBD, luciferase luminescence. Steroidogenic factor 1 (Homo sapiens), Q13285. CHO-K1 Gal4-SF-1 LBD luciferase reporter; % increase over DMSO SF-1-specific signal. activation, % at 10 µM. actives 1.9% (n = 65,000). AID 522, 2006;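 active means activation above the mean activation of all tested compounds plus 3 SD, cut at about 50% in these data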
Target sequence (Q13285 whole entry, looked up, the tested form may be a part): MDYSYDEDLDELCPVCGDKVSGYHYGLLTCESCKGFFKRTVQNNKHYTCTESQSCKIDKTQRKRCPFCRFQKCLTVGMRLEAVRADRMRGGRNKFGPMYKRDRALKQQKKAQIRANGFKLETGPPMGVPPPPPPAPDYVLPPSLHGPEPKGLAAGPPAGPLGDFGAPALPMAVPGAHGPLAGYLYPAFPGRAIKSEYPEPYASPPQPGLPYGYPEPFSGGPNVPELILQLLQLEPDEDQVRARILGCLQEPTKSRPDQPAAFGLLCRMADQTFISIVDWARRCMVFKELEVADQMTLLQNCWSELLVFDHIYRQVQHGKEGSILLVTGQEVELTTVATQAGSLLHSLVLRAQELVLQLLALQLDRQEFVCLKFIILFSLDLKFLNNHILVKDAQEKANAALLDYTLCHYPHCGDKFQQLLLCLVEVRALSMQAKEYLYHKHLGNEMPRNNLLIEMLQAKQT
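Test system: CHO-K1 cells co-transfected with Gal4 DBD–human SF-1 LBD, 5xGal4 luciferase reporter. Quantity: 4,000 cells per well. Compound: 10 µM only. Incubation: compound added 1 h post-seeding, 20 h exposure at 37 °C, 5% CO2. Detection: SteadyLite luciferase luminescence. Replication: one test per compound.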
TNAP act DEA – human TNAP enzyme activators, primary screen, biochemical, luminescent, intermediate phosphate acceptor level. purified TNAP, CDP-star luminescence, 100 mM DEA, 30 min; hits give high values; scale: 0 levamisole-inhibited, 1 vehicle-only enzyme. activation factor at 20 µM. 64,000 tested, under 10 active. AID 813, 2007;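 active means activation factor of at least 2 at 20 µM, relative to controls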
Ec RNAP inh – E. coli RNAP inhibitors, biochemical; E. coli RNA polymerase, fluorescence transcription assay; inhibition, %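 (tested at 10 µM)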; actives 0.2% (n = 62,000); AID 559, 2006; in the data active means inhibition above about 20%;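 further: 0% = enzyme without compound and 100% = no enzyme blank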
M1 antag – antagonists of rat M1 muscarinic receptor; CHO-M1 cells, Fluo-4 calcium, ACh EC80 antagonist mode; hits give low values; B-score at 10 µM; AID 628, 2007; actives 3.4% (n = 64,000);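 active means calcium fluorescence response, raw or row-and-column corrected B-score, differing from the plate sample mean either way at a set confidence level, mostly lower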
RORA act – activators of orphan receptor RORA, primary screen, cell-based, luminescence; Nuclear receptor ROR-alpha (Homo sapiens), P35398; CHO-K1 Gal4-RORA LBD luciferase reporter; percent increase over mock-subtracted basal signal; activation, % at 10 µM; actives 1.5% (n = 65,000); AID 560, 2006;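 active means activation above the mean of all tested compounds plus 3 SD, cut at about 49% in these data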;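 further: 0% = DMSO-treated RORA cells and 100% = added signal equal to DMSO minus mock-transfected cells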
Target sequence (P35398 whole entry, looked up, the tested form may be a part): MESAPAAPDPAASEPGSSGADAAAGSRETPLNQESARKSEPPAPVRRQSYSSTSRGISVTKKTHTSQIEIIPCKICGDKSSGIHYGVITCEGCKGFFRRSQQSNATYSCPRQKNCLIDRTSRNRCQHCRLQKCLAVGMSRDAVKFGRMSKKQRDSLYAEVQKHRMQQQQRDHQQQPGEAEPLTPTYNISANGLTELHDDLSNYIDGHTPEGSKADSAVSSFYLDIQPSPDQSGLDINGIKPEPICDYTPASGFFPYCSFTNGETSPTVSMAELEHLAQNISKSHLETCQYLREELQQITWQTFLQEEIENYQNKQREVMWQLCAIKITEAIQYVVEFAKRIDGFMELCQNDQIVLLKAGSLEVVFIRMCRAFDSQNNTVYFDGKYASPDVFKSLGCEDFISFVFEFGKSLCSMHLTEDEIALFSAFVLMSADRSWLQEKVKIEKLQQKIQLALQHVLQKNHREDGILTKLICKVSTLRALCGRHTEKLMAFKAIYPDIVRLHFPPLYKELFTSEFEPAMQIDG
Fluor 339 460 – intrinsic fluorescence of library compounds, ex339/em460 – biochemical, MLSMR library, data from DPM-DC assay, artefact control, profiling panel. AID 709, 2007. compound autofluorescence, ex339/em460 nm, NADH buffer; hits give high values; 1 = no-compound wells, NADH background. actives 5.5% (n = 65,000). fluorescence fold increase at 10 µM;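 active means at 10 µM, mean starting fluorescence two-fold or more over control wells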;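 further: signal is the first read of a kinetic run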
M1 ag – M1 muscarinic receptor agonists, primary screen, CHO-M1 cells, Fluo-4 calcium, agonist mode | Muscarinic acetylcholine receptor M1 | B-score at 10 µM | actives 3% (n = 64,000) | Fluo-4 calcium fluorescence; hits give high values | AID 626, 2007;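 active means fluorescence rise, raw or as B-score row- and column-corrected plate score, outside the 99.7% band of its plate's samples, either direction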
NADH enzymes – inhibitors of PK/LDH coupling enzymes, profiling panel, artefact control, biochemical, MLSMR library. coupled PK/LDH NADH assays, four targets. IC50, µM (titrated, usually from 10 µM), for inactives: at the highest dose inhibition. actives 0.02% (n = 65,000);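 active means single-dose screening hits from any of four coupled enzyme assays that gave an IC50 when retested across doses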;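 further: the DPM-DC format reads NADH fluorescence rather than 340 nm absorbance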
Ecoli tolC – growth inhibitors of E. coli tolC mutant, primary screen, strain BW25113 ΔtolC::kan, 384-well; OD615; growth inhibition, % at 10 µM (by protocol); actives 2.2% (n = 65,000);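 active means growth inhibition at or above a cutoff equal to the mean over every tested compound plus 3 SD, cut at about 60% in these data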;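 further: growth measured after 20 h incubation at 37 °C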
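Test system: E. coli BW25113 ΔtolC::kan bacteria; incubation: 37 °C, 20 h exposure; medium: LB broth supplemented with 50 µg/mL kanamycin; read-out basis: percent growth inhibition; signal: A615 absorbance measurement; compound: 10 µM final, single dose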
Numbers without * were called inactive. The order is random; any-hit rate near 15%.

`Cc1nn(-c2ccc(Cl)cc2)c(N)c1C(O)(CSc1nccn1C)C(F)(F)F` (stereo not drawn) gave SF-1 act -2, TNAP act DEA 0.9, Ec RNAP inh 8, M1 antag -0.25, RORA act -12, Fluor 339 460 1.2, M1 ag -0.72, NADH enzymes 5% and Ecoli tolC 5.
CC1(C)CC(=O)C2=C(C1)NC(Nc1nc3ccccc3o1)=NC21CCCCC1 was read as SF-1 act -6, TNAP act DEA 0.9, Ec RNAP inh -3, M1 antag -0.2, RORA act 15, Fluor 339 460 2.4*, M1 ag 1.1, NADH enzymes 4% and Ecoli tolC -28.
COc1cccc2sc(Nc3nc(C)c(C(C)=O)s3)nc12 was read as SF-1 act 109*, TNAP act DEA 1, Ec RNAP inh 0, M1 antag -5.1*, RORA act 40, Fluor 339 460 1.6, M1 ag 2.2, NADH enzymes 7% and Ecoli tolC 5.
Screening COC(=O)c1c(NS(=O)(=O)c2cccs2)sc2c1CCCC2 returned SF-1 act -8, TNAP act DEA 1, Ec RNAP inh 5, M1 antag 0.48, RORA act -1, Fluor 339 460 1.1, M1 ag 1.1, NADH enzymes 1% and Ecoli tolC 18.
For CCC(C)C(NC(=O)c1ccc(Cl)cc1)C(=O)O (stereo not drawn) the results were SF-1 act -11, TNAP act DEA 0.9, Ec RNAP inh -1, M1 antag -0.085, RORA act -1, Fluor 339 460 1.1, M1 ag 0.3, NADH enzymes 3% and Ecoli tolC -10.
`CCOC(=O)c1nn(-c2sc(C(=O)OC)c(C)c2C(=O)OC)cc1O` gave SF-1 act 2, TNAP act DEA 0.9, Ec RNAP inh 11, M1 antag -0.0015, RORA act 18, Fluor 339 460 1, M1 ag -0.025, NADH enzymes 6% and Ecoli tolC -3.
O=C(CCCCn1c(=O)c2ccccc2n(Cc2ccc(F)cc2)c1=O)NCc1ccco1 was read as SF-1 act 42, TNAP act DEA 0.9, Ec RNAP inh 5, RORA act 37, Fluor 339 460 1.1, NADH enzymes 5% and Ecoli tolC 14.
`CCOc1cccc(-c2nnc3sc(COc4ccc(OC)cc4)nn23)c1` gave SF-1 act -1, TNAP act DEA 0.9, Ec RNAP inh 8, M1 antag 0.39, RORA act -14, Fluor 339 460 0.93, M1 ag 2.7, NADH enzymes 3% and Ecoli tolC 24.
CCOC(=O)C1=C(C)NC(SCC(=O)Nc2nc(C)cs2)=C(C#N)C1c1cccs1 (stereo not drawn) was read as SF-1 act 0, TNAP act DEA 0.9, Ec RNAP inh 2, M1 antag 0.036, RORA act 34, Fluor 339 460 1.1, M1 ag 0.014, NADH enzymes 2% and Ecoli tolC 57.
Cc1ccc(-c2nnc(SCC(=O)N3CCCC3)o2)cc1C was read as SF-1 act 37, TNAP act DEA 1, Ec RNAP inh -3, RORA act 58*, Fluor 339 460 1.1, NADH enzymes 1% and Ecoli tolC 6.
For CC1=C(C(=O)OCC(C)C)C(c2ccccc2Cl)NC(=O)N1C (stereo not drawn) the results were SF-1 act 4, TNAP act DEA 0.9, Ec RNAP inh -3, M1 antag -1.2, RORA act -4, Fluor 339 460 1, M1 ag -0.085, NADH enzymes 3% and Ecoli tolC 12.
Screening CCCOP(=O)(c1ccc(N(C)C)cc1)C(O)c1ccncc1 (stereo not drawn) returned SF-1 act 2, TNAP act DEA 1, Ec RNAP inh -1, M1 antag 0.25, RORA act -24, Fluor 339 460 1.1, M1 ag 0.51, NADH enzymes 4% and Ecoli tolC -13.
Screening Cc1ccc(SCc2cn3c(C)csc3n2)cc1 returned SF-1 act -7, TNAP act DEA 0.8, Ec RNAP inh 14, M1 antag -0.12, RORA act -39, Fluor 339 460 1.1, M1 ag 0.35, NADH enzymes 5% and Ecoli tolC 42.
Screening CCN1/C(=C/C(=O)c2ccco2)Sc2ccccc21 returned SF-1 act 1, TNAP act DEA 1, Ec RNAP inh -5, M1 antag -0.85, RORA act 3, Fluor 339 460 1.2, M1 ag 2.2, NADH enzymes 7% and Ecoli tolC 19.
CS(=O)(=O)C1=C(O)C(=O)N(CCCC(=O)O)C1c1ccccc1F (stereo not drawn) was read as SF-1 act 0, TNAP act DEA 0.9, Ec RNAP inh -4, M1 antag 0.31, RORA act -6, Fluor 339 460 1.1, M1 ag -0.0078, NADH enzymes 7% and Ecoli tolC -7.
`Clc1ccc(CN2C3=NCCN3c3ccccc32)cc1` gave SF-1 act 2, TNAP act DEA 0.9, Ec RNAP inh -11, M1 antag -2, RORA act -31, Fluor 339 460 1.1, M1 ag -0.58, NADH enzymes 5% and Ecoli tolC -1.
Cn1cccc1Cc1nnc(SCC(=O)NC2CCCC2)n1-c1ccc(F)cc1 was read as SF-1 act 0, TNAP act DEA 0.9, Ec RNAP inh 2, M1 antag -0.37, RORA act 11, Fluor 339 460 1.1, M1 ag 0.82, NADH enzymes 6% and Ecoli tolC -8.
For O=C(CN1C(=O)COc2ccccc21)N(Cc1cccnc1)Cc1ccccc1F the results were SF-1 act -2, TNAP act DEA 0.9, Ec RNAP inh 1, M1 antag -0.14, RORA act 21, Fluor 339 460 1, M1 ag 0.94, NADH enzymes 2% and Ecoli tolC -14.
O=C(c1sccc1-n1cccc1)N1CCCC1 was read as SF-1 act -1, TNAP act DEA 0.9, Ec RNAP inh 4, M1 antag -0.099, RORA act -11, Fluor 339 460 1.1, M1 ag 0.59, NADH enzymes 6% and Ecoli tolC -5.
`CCN(CC)CCN1C(=O)C(=O)/C(=C(/O)c2ccc(OC)c(OC)c2)C1c1ccccn1` (stereo not drawn) gave SF-1 act 32, TNAP act DEA 1, Ec RNAP inh -4, M1 antag 0.25, RORA act 9, Fluor 339 460 1.1, M1 ag -0.82, NADH enzymes 7% and Ecoli tolC -16.
COc1ccc(-c2nsc3c(N4CCN(C(=O)c5ccco5)CC4)ncnc23)cc1 was read as SF-1 act 17, TNAP act DEA 0.9, Ec RNAP inh 9, M1 antag 0.29, RORA act 24, Fluor 339 460 2.8*, M1 ag 0.41, NADH enzymes 18% and Ecoli tolC -2.
O=C(NCc1cccs1)C1CCCN1S(=O)(=O)c1ccccc1F (stereo not drawn) was read as SF-1 act -1, TNAP act DEA 0.9, Ec RNAP inh 20, M1 antag 0.52, RORA act -16, Fluor 339 460 1.1, M1 ag 0.43, NADH enzymes 2% and Ecoli tolC -11.
`COc1ccc(-n2c(C)cc(=O)c3c2CC(C)(C)CC3=O)cc1` gave SF-1 act -3, TNAP act DEA 0.9, Ec RNAP inh 5, M1 antag 0.6, RORA act -5, Fluor 339 460 1.1, M1 ag -0.039, NADH enzymes 6% and Ecoli tolC -18.
`O=C(NCCNC(=O)C(F)(F)F)c1ccncc1` gave SF-1 act 4, TNAP act DEA 0.9, Ec RNAP inh 4, M1 antag -0.02, RORA act -14, Fluor 339 460 1.1, M1 ag 0.38 and NADH enzymes 11%.
For CCOC(=O)Cn1c(=O)n(C2CCCC2)c(=O)c2ccccc21 the results were SF-1 act 13, TNAP act DEA 0.9, Ec RNAP inh 4, RORA act -10, Fluor 339 460 1.1, NADH enzymes 6% and Ecoli tolC 11.
`CS(=O)(=O)N(CC(=O)N1CCN(c2ccccc2)CC1)c1cccc(Br)c1` gave SF-1 act -2, TNAP act DEA 0.9, Ec RNAP inh -2, M1 antag 0.47, RORA act -1, Fluor 339 460 1.1, M1 ag -0.16, NADH enzymes 3% and Ecoli tolC -4.
CC(=O)NC1C2CN3CCN(C2)CC1(Cc1ccccc1)C3 (stereo not drawn) was read as SF-1 act -11, TNAP act DEA 0.9, Ec RNAP inh 1, M1 antag 0.54, RORA act 14, Fluor 339 460 1.1, M1 ag -0.16, NADH enzymes 0% and Ecoli tolC -13.
For CC(=O)Nc1ccc(NCC(O)COc2ccccc2)cc1 (stereo not drawn) the results were SF-1 act 3, TNAP act DEA 0.9, Ec RNAP inh 8, M1 antag 0.081, RORA act -9, Fluor 339 460 1.1, M1 ag -1, NADH enzymes 1% and Ecoli tolC 0.
For Cc1ccc(C2C=C(c3ccc4c(c3)OCO4)Nc3ncnn32)cc1 (stereo not drawn) the results were SF-1 act 2, TNAP act DEA 0.9, Ec RNAP inh -6, M1 antag -1.2, RORA act 4, Fluor 339 460 3*, M1 ag -1.4, NADH enzymes 8% and Ecoli tolC -2.
For CC1CCCN(S(=O)(=O)c2ccc3c(c2)CCN3C(=O)C2CCC2)C1 (stereo not drawn) the results were SF-1 act 4, TNAP act DEA 0.9, Ec RNAP inh 4, M1 antag 1.5, RORA act -13, Fluor 339 460 1.2, M1 ag -1.1, NADH enzymes 5% and Ecoli tolC 11.
`COC(=O)CN1C(=O)C(O)(CC(=O)c2ccc(C)o2)c2ccccc21` (stereo not drawn) gave SF-1 act 13, TNAP act DEA 1.1, Ec RNAP inh 4, M1 antag 0.42, RORA act 1, Fluor 339 460 1.1, M1 ag -0.79, NADH enzymes 1% and Ecoli tolC -8.
CC(=O)NC12CC3CC(C1)CC(C(=O)OCC(=O)c1ccc4c(c1)OCCO4)(C3)C2 was read as SF-1 act 13, TNAP act DEA 1, Ec RNAP inh 0, M1 antag -0.24, RORA act 0, Fluor 339 460 1.1, M1 ag 2, NADH enzymes 2% and Ecoli tolC 16.
CCOC(=O)c1sc(NC(=O)CSc2nnnn2-c2ccc(C)c(C)c2)nc1C was read as SF-1 act 1, TNAP act DEA 0.9, Ec RNAP inh 5, M1 antag 0.8, RORA act -14, Fluor 339 460 1.1, M1 ag -0.26, NADH enzymes 9% and Ecoli tolC -4.
For Cc1csc(SCC(=O)Nc2nc3ccccc3s2)n1 the results were SF-1 act 21, TNAP act DEA 0.9, Ec RNAP inh 4, M1 antag -0.045, RORA act 7, Fluor 339 460 1.1, M1 ag 1.8, NADH enzymes 4% and Ecoli tolC 26.

Arranged by molecular weight (rising): part of the list above
For CCC(C)C(NC(=O)c1ccc(Cl)cc1)C(=O)O (stereo not drawn) the results were SF-1 act -11, TNAP act DEA 0.9, Ec RNAP inh -1, M1 antag -0.085, RORA act -1, Fluor 339 460 1.1, M1 ag 0.3, NADH enzymes 3% and Ecoli tolC -10.
For CCOC(=O)Cn1c(=O)n(C2CCCC2)c(=O)c2ccccc21 the results were SF-1 act 13, TNAP act DEA 0.9, Ec RNAP inh 4, RORA act -10, Fluor 339 460 1.1, NADH enzymes 6% and Ecoli tolC 11.
Cc1ccc(-c2nnc(SCC(=O)N3CCCC3)o2)cc1C was read as SF-1 act 37, TNAP act DEA 1, Ec RNAP inh -3, RORA act 58*, Fluor 339 460 1.1, NADH enzymes 1% and Ecoli tolC 6.
`CS(=O)(=O)N(CC(=O)N1CCN(c2ccccc2)CC1)c1cccc(Br)c1` gave SF-1 act -2, TNAP act DEA 0.9, Ec RNAP inh -2, M1 antag 0.47, RORA act -1, Fluor 339 460 1.1, M1 ag -0.16, NADH enzymes 3% and Ecoli tolC -4.

Assay outcomes as filed in PubChem BioAssay.
